Screening data (PubChem)
OX1R antag-1 = antagonists of human orexin 1 receptor | O43613 | CHO/OX1R cells, Fluo-8 calcium fluorescence, orexin A | inhibition, % at 5 µM | 330,000 tested, 0.43% active | AID 434989;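 active means inhibition above its plate's threshold, mean inhibition of all tested compounds on the plate plus 3 SD, cut at about 37% in these data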;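 further: 0% = orexin A challenge wells and 100% = SB-334867-A antagonist wells; not every result past the cut was called active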
Target sequence (O43613 whole entry, looked up): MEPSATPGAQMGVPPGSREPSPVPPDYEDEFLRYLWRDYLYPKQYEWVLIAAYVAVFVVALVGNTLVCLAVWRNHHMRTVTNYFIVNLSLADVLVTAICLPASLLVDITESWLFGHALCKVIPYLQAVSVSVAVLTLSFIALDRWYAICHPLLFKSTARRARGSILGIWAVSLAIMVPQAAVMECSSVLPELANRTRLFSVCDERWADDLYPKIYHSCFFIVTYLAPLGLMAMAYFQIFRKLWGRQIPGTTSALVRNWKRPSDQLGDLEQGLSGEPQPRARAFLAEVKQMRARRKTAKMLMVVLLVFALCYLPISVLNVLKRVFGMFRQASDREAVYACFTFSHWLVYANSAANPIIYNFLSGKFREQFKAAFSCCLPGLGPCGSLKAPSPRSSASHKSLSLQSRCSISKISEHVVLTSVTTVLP
OX1R antag-2 = antagonists of human orexin 1 receptor (OX1R); O43613; OX1R-expressing cells, FRET antagonist read-out; inhibition, % at 6.6 µM; 330,000 tested, 1.8% active; AID 485270; in the data active means inhibition mostly above about 38%, no sharp cut-off; inactive means mostly below about 40%;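 further: 0% = agonist challenge alone and 100% = reference antagonist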
STK33 kinase inh = human STK33 kinase inhibition; Q9BYT3; purified STK33, MBP phosphorylation, ADP-Glo luminescence; inhibition, % at 10 µM; 320,000 tested, 0.073% active; AID 2661;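 active means inhibition at or above 25%, using the most active replicate where run in duplicate; inactive means inhibition below 25%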
Target sequence (Q9BYT3 whole entry, looked up): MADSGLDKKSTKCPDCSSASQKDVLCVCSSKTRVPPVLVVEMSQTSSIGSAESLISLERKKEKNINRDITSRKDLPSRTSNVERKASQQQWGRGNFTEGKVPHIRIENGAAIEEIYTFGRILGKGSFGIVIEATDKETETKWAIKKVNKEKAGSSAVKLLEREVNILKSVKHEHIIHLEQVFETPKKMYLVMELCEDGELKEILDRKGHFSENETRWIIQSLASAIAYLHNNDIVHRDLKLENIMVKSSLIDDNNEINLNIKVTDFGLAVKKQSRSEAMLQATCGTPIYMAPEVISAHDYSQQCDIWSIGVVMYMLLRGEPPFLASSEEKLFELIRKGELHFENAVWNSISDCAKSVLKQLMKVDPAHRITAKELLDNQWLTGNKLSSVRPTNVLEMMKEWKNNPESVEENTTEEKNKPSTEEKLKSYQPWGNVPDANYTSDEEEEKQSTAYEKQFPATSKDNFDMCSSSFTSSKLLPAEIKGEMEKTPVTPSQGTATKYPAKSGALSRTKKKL
An asterisk follows results filed as active; . = no result given.

The first 19 compounds as a preview:
SMILES	OX1R antag-1	OX1R antag-2	STK33 kinase inh
CCn1cc(C(=O)NC2CCCCC2)c(=O)c2cc(S(=O)(=O)N(C)C)ccc21	-1	19	-0.1
CCCC12CN3CCN(CC(C3)/C1=N\NC(=O)c1ccccc1Cl)C2	5	22	-0.3
O=C(Nc1cc(Cl)cc(Cl)c1)N1CCN(C(=O)C2CCCO2)CC1 (stereo not drawn)	-7	29	-2.4
CSCCC(NS(=O)(=O)c1ccc2c(c1)c(=O)n(C)c(=O)n2C)C(=O)NC1CCN(Cc2ccccc2)CC1 (stereo not drawn)	-19	2	0.1
Cc1ccc(S(=O)(=O)Nc2ccccc2N(C)S(=O)(=O)c2ccc(C)cc2)cc1	5	32	-0.5
Cc1cc(C)cc(NC(=O)C(=O)NCCCN2CCOCC2)c1	-21	33	-0.1
COc1ccc(NC(=O)CN(Cc2ccccc2)S(C)(=O)=O)cc1OC	-19	21	-0.5
CCc1ccccc1NS(=O)(=O)c1ccc2c(c1)NC(=O)CC(=O)N2	-14	8	-2.2
Cc1cccc(NC(=S)N(CCN(C)C)C(C)c2ccccn2)c1 (stereo not drawn)	6	11	-1.3
CC(C)C(NC(=O)c1ccco1)C(=O)NC1CCCCCC1 (stereo not drawn)	-9	19	-1.7
CCOC(=O)N1CCC(N2C(=O)c3ccccc3C2Nc2c(C)cccc2C)CC1 (stereo not drawn)	-38	4	2.2
COCCn1c(SCc2ccc(C)cc2)nc2c1c(=O)[nH]c(=O)n2C	-6	4	-0.8
CC1CC(OCC(O)CN2CCOCC2)CC(C)(C)C1 (stereo not drawn)	4	8	.
O=C(CCc1ccccc1)Nc1sc2c(c1C(=O)O)CCCC2	-11	17	-1.6
O=C(Nc1ccc2c(c1)OCO2)c1ccc(Cl)c(S(=O)(=O)N2CCOCC2)c1	-27	15	-1.2
CC1CCCCN1S(=O)(=O)c1ccc([N+](=O)[O-])cc1 (stereo not drawn)	-12	23	-4.4
COCCn1nnnc1CN1CCC(C)CC1	-15	-6	0.2
C#CCNC(=O)C1=C[C@H](c2ccc(Br)cc2)C[C@H](OCc2ccc(CO)cc2)O1	-20	27	-2.4
CC(/C=N/NC(=O)CN1CCN(Cc2ccc(Cl)cc2)CC1)=C\c1ccco1	-14	3	0.3

The listing, from the first entry:
SMILES	OX1R antag-1	OX1R antag-2	STK33 kinase inh
CCn1cc(C(=O)NC2CCCCC2)c(=O)c2cc(S(=O)(=O)N(C)C)ccc21	-1	19	-0.1
CCCC12CN3CCN(CC(C3)/C1=N\NC(=O)c1ccccc1Cl)C2	5	22	-0.3
O=C(Nc1cc(Cl)cc(Cl)c1)N1CCN(C(=O)C2CCCO2)CC1 (stereo not drawn)	-7	29	-2.4
CSCCC(NS(=O)(=O)c1ccc2c(c1)c(=O)n(C)c(=O)n2C)C(=O)NC1CCN(Cc2ccccc2)CC1 (stereo not drawn)	-19	2	0.1
Cc1ccc(S(=O)(=O)Nc2ccccc2N(C)S(=O)(=O)c2ccc(C)cc2)cc1	5	32	-0.5
Cc1cc(C)cc(NC(=O)C(=O)NCCCN2CCOCC2)c1	-21	33	-0.1
COc1ccc(NC(=O)CN(Cc2ccccc2)S(C)(=O)=O)cc1OC	-19	21	-0.5
CCc1ccccc1NS(=O)(=O)c1ccc2c(c1)NC(=O)CC(=O)N2	-14	8	-2.2
Cc1cccc(NC(=S)N(CCN(C)C)C(C)c2ccccn2)c1 (stereo not drawn)	6	11	-1.3
CC(C)C(NC(=O)c1ccco1)C(=O)NC1CCCCCC1 (stereo not drawn)	-9	19	-1.7
CCOC(=O)N1CCC(N2C(=O)c3ccccc3C2Nc2c(C)cccc2C)CC1 (stereo not drawn)	-38	4	2.2
COCCn1c(SCc2ccc(C)cc2)nc2c1c(=O)[nH]c(=O)n2C	-6	4	-0.8
CC1CC(OCC(O)CN2CCOCC2)CC(C)(C)C1 (stereo not drawn)	4	8	.
O=C(CCc1ccccc1)Nc1sc2c(c1C(=O)O)CCCC2	-11	17	-1.6
O=C(Nc1ccc2c(c1)OCO2)c1ccc(Cl)c(S(=O)(=O)N2CCOCC2)c1	-27	15	-1.2
CC1CCCCN1S(=O)(=O)c1ccc([N+](=O)[O-])cc1 (stereo not drawn)	-12	23	-4.4
COCCn1nnnc1CN1CCC(C)CC1	-15	-6	0.2
C#CCNC(=O)C1=C[C@H](c2ccc(Br)cc2)C[C@H](OCc2ccc(CO)cc2)O1	-20	27	-2.4
CC(/C=N/NC(=O)CN1CCN(Cc2ccc(Cl)cc2)CC1)=C\c1ccco1	-14	3	0.3
COc1ccccc1C1(O)CCN(C(=O)c2cccs2)CC1	-14	10	-1.6
COc1ccc(-c2nc(CCNC(=O)c3cccs3)cs2)cc1	-25	8	0.5
COc1cc(C(=O)N(Cc2cccc(Cl)c2)C2CCS(=O)(=O)C2)cc(OC)c1OC (stereo not drawn)	-12	2	-0.4
Cc1cccc(C)c1NCC(=O)N1CCN(Cc2ccccc2)CC1	-18	4	-1.5
CCN(CC)CCSc1nc(O)c(Cc2ccccc2)c(=O)n1-c1ccccc1	1	12	-2.0
Cc1ccc(Cl)cc1N1CCN(S(=O)(=O)c2c(C)[nH]c(C)c2C(=O)N2CCCCC2)CC1	-13	-6	0.0
CC(=O)N1CCN(C(=O)CNC(=O)c2cccs2)CC1	-8	1	-1.9
COc1ccc(N2C(=O)CC(Sc3n[nH]c(-c4ccccc4)n3)C2=O)cc1 (stereo not drawn)	-20	16	-0.4
COc1cc2[nH]c(C(=O)N3CCN(C)CC3)cc2c(OC)c1OC	-3	-4	-0.2
CCN1CCN(C(=O)/C=C/c2ccc(C)cc2)CC1	3	9	-0.2
COc1cc2cc(C(=O)O)[nH]c2c(OC)c1OC	-9	-3	-0.8
C/C(CCC1CC(C)OC1=O)=N\NC(N)=S (stereo not drawn)	-9	14	-5.6
CCc1nc(SC)[nH]c(=O)c1C	-22	7	-2.6
Cc1onc(-c2ccccc2Cl)c1C(=O)OCC(=O)c1ccc[nH]1	-22	4	-0.3
Cc1ccc(N2C(=O)N(CC(=O)Nc3ccccc3C(F)(F)F)C(=O)C2C)cc1 (stereo not drawn)	-11	10	-0.2
Cc1ccccc1NC(=S)N1CCN(Cc2ccccc2)CC1	1	11	0.0
COc1ccc(S(=O)(=O)N(C)CC(=O)Nc2ccc(C(N)=O)cc2)cc1OC	-14	7	-0.1
CCN(CC)S(=O)(=O)c1cccc(-c2nnc(SCC(=O)NC)n2N)c1	-6	10	-1.2
N#Cc1c(NC(=O)C2CC(c3c(F)cccc3Cl)=NO2)sc2c1CCC2 (stereo not drawn)	-29	11	-1.0
CCOc1cccc(NC(=O)c2ccc(S(=O)(=O)N3CCCC3)cc2)c1	-27	26	0.9
Cc1cc(F)ccc1S(=O)(=O)N1CCCOC1CNC(=O)C(=O)NCCc1c[nH]c2ccccc12 (stereo not drawn)	-11	22	-1.3
CCOc1ccc(NC(=O)CN(C)C(=O)CCCn2c(=O)oc3ccccc32)cc1OCC	-25	27	-1.1
O=C1CN(CC(=O)Nc2cccc(Cl)c2Cl)c2ccccc2N1	-12	16	-2.0
Cc1ccc(C2C(C(=O)c3cccs3)=C(O)C(=O)N2c2ccc(S(N)(=O)=O)cc2)cc1 (stereo not drawn)	2	13	-0.2
COc1ccc(OC)c(/C=N/NC(=O)C(=O)NCc2cccnc2)c1	-19	7	0.2
CCN(CC)c1ccc(NC(=O)c2ccccc2OCC(=O)OC)cc1	-29	16	1.1
COc1ccccc1NC(=O)Nc1ccc(CC#N)cc1	-8	1	1.1
Cc1c(C(=O)C(=O)N2CC=C(c3ccccc3)CC2)c2ccccc2n1C	-18	25	-0.3
COc1ccccc1-n1nc(C(=O)NCc2ccco2)c2ccccc2c1=O	-17	12	-0.6
O=C1NCCCC1C(=O)Nc1ccccn1 (stereo not drawn)	-9	22	0.2
CCNC(=S)NCc1ccc(F)cc1	-4	11	-2.3
Next part
SMILES	OX1R antag-1	OX1R antag-2	STK33 kinase inh
CC(=O)N/C(=C/c1ccc2c(c1)OCO2)C(=O)NCc1ccccc1	-5	9	-0.6
CSCCC(NC(=O)c1ccccc1Br)C(=O)NNC(=O)c1ccncc1 (stereo not drawn)	-18	5	0.1
Cc1noc(C)c1CSCC(=O)Nc1cc(Cl)ccc1N1CCCCC1	-7	24	0.4
COc1ccc(OCCCC(=O)Nc2cc(S(=O)(=O)N3CCCCC3)ccc2OC)cc1	-8	4	-2.9
CNC(=O)CSc1nnc(COc2ccc([N+](=O)[O-])cc2)n1C	-20	22	-0.6
Brc1cc(/C=N/n2cnnc2)oc1Br	-10	26	-0.4
CCOC(=O)C1=C(C)OC(N)=C(C#N)C1c1cc(C)sc1C (stereo not drawn)	-17	23	-0.4
COc1ccc(S(=O)(=O)N(C)C[C@H]2Oc3c(NC(=O)Nc4ccc5c(c4)OCO5)cccc3C(=O)N([C@H](C)CO)C[C@@H]2C)cc1	-17	6	-2.7
CCCc1cc(C(=O)Cc2ccc(C(=O)OCC)o2)c(O)cc1O	-16	0	1.9
CCC1=C(OC(=O)N(CC)CC)N2C(=O)OC(=NCC3CC3)[C@]2(Cc2ccccc2)[C@H]2C1=CC[C@H]1C(=O)N(C)C(=O)[C@H]12	-23	54	-0.6
CC(C)(C)c1ccc(C(=O)NC(=S)NCc2ccco2)cc1	-11	20	-3.6
Cc1ccc(CNC(=O)c2cc(S(=O)(=O)N3CCOCC3)cn2C)cc1	-8	-2	0.0
C=CCC[C@H](Cc1ccc(F)cc1)C(=O)OC[C@H](Cc1c[nH]c2ccccc12)NC(=O)[C@@H](CC=C)CC(=O)N[C@@H](CO)Cc1ccccc1	-4	12	-2.2
CCOc1ccc(N2CC(NS(=O)(=O)c3cccnc3)CC2=O)cc1 (stereo not drawn)	-9	6	-1.3
O=C(N/N=C/c1ccco1)C1CC1(c1ccccc1)c1ccccc1 (stereo not drawn)	-32	8	-0.8
CCCCN(C(=O)c1ccco1)c1nnc(-c2cc(OC)c(OC)c(OC)c2)s1	-28	13	-0.2
CC(C)(C)NNC(=S)Nc1ccc(S(=O)(=O)N2CCOCC2)cc1	-16	9	0.2
CC(CN1CCCCC1)NC(=O)c1cc(-c2ccccn2)nc2ccc(Cl)cc12 (stereo not drawn)	-21	6	0.2
CC(C)(C)c1[nH]ncc1[N+](=O)[O-]	-4	9	-0.7
CN(C)/C=C/c1c(C#N)c(=O)ncn1Cc1ccccc1	-9	8	1.1
C[C@H](CO)N1C[C@H](C)[C@@H](CN(C)S(C)(=O)=O)Oc2c(NC(=O)C3CCCCC3)cccc2C1=O	-14	8	0.6
O=[N+]([O-])c1cc(C(F)(F)F)ccc1NCCc1ccncc1	-27	14	-0.1
O=C(CCS(=O)(=O)c1ccccc1)Nc1nnc(-c2ccco2)o1	5	15	-0.3
COc1cc(OC)cc(-c2cc3nc(C4CCN(C(=O)OC(C)(C)C)CC4)cc(=O)n3[nH]2)c1	0	14	-1.1
COc1ccc(N(CC(=O)Nc2ccccc2C(=O)N2CCOCC2)S(=O)(=O)c2ccc(F)cc2)cc1	-41	7	-1.6
CCOC(=O)c1ccc[n+](C(C)C(=O)c2ccc(-c3ccccc3)cc2)c1 (stereo not drawn)	-11	10	-0.7
COc1ccc(-c2csc(NC(=O)CCS(=O)(=O)c3ccccc3)n2)c(OC)c1	9	7	-1.0
CC(=O)NC(C)C(=O)OCc1ccc(Cl)cc1Cl (stereo not drawn)	-23	15	-2.0
CN(Cc1ccccc1)C(=O)c1ccc(NC(=O)C2CCN(C(=O)OC(C)(C)C)CC2)cc1	42	18	0.4
CCOC(=O)c1sc(NC(=O)/C=C/c2cnn(C)c2C)c(C(=O)OC(C)C)c1C	-27	14	-3.5
CCOC(=O)c1c(S(=O)(=O)NCC(=O)Nc2cccc(C)c2)c(C)n(C)c1C	4	17	2.4
CCCS(=O)(=O)c1c(S(=O)(=O)CCC)c2c(N)cccn2c1C(=O)c1ccccc1	-10	15	-0.1
O=C1CCCc2c1nn(-c1ccccc1)[n+]2[O-]	0	2	-2.4
COc1ccc(OCCOC(=O)CNC(=O)c2ccc(C)cc2)cc1	4	15	5.1
O=C(O)c1cccc(NC(=O)c2cn(-c3ccccc3)nc2-c2ccc([N+](=O)[O-])cc2)c1	15	4	-1.2
O=C(O)CN1CCN(Cc2ccc(F)cc2)C1=O	-3	4	-0.7
COc1ccc(C(C)(C)C)cc1NC(=O)c1ccccc1-n1cnnn1	-32	8	-1.5
O=C(NCCOc1ccccc1)c1cc(S(=O)(=O)N2CCOCC2)ccc1F	2	4	.
Cc1cc(C)cc(-n2ccnc2SCC(=O)O)c1	4	15	0.1
COc1ccc(Cn2nc(C)n(N(C)c3ncc(C(F)(F)F)cc3Cl)c2=O)cc1	-10	23	-0.9
COc1ccc(NC(=O)CN(C)C(=O)c2ccc(N3CCOCC3)c([N+](=O)[O-])c2)cc1	9	33	-1.7
COc1cc(NS(=O)(=O)c2ccc(N/C=C(\C#N)c3nc4cc(Cl)ccc4o3)cc2)nc(OC)n1	-9	16	-1.0
COc1ccccc1NC(=S)N(Cc1ccc(Cl)cc1)CC1CCC(C(=O)O)CC1 (stereo not drawn)	-16	17	-0.8
CC1CCCCC1NC(=O)COC(=O)c1ccccc1NC(=O)c1ccco1 (stereo not drawn)	-32	7	0.7
C=CCc1ccc(OCC(O)CN2CCN(Cc3ccc(Cl)cc3)CC2)c(OC)c1 (stereo not drawn)	-14	22	1.8
CCNC(=O)C1CC(=O)N(Cc2ccc3c(c2)OCO3)C(=Nc2ccc(F)cc2)S1 (stereo not drawn)	-14	-2	-1.6
COc1cccc(S(=O)(=O)N2CCN(c3ccccc3F)CC2)c1	-28	9	4.1
CSCCC(NC(=O)COc1ccccc1)C(=O)OCC(=O)c1ccccc1 (stereo not drawn)	-11	21	-2.8

Random draw from the library. Share with any hit: about 2.2%.
